Assay outcomes deposited in PubChem BioAssay by The Scripps Research Institute Molecular Screening Center.
M5 PAM – CHRM5 positive allosteric modulation; CHO-K1 hM5, Fluo-8 calcium, ACh EC20 PAM; 0% = ACh EC20, 100% = ACh EC100; P08912; AID 624038; activation, % at 3 µM; 360,000 compounds, 0.3% hits;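 active = activation above the run cutoff, the mean activation of all test compounds plus 3 SD, cut at about 18% in these data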
Target sequence (P08912 whole entry, looked up): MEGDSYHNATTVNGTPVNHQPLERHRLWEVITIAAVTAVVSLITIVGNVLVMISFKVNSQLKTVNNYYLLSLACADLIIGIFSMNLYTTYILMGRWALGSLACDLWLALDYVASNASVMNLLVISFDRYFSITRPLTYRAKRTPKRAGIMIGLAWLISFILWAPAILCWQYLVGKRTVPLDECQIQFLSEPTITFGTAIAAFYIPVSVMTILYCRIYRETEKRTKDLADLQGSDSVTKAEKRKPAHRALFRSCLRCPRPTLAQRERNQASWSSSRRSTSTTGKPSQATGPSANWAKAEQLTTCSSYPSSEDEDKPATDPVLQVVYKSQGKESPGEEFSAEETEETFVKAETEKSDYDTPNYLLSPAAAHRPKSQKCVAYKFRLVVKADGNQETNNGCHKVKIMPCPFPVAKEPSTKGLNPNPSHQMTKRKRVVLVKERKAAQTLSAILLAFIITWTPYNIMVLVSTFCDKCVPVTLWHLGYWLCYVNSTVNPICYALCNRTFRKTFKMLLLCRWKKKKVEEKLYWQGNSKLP
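System – CHO-K1 hM5 cells · Compound – 3 µM, single dose · Incubation – compound preincubation 140 s before EC20 acetylcholine addition · Technique – Fluo-8 calcium fluorescence · Measure – Max/basal fluorescence ratio as % of EC20–EC100 ACh window · Benchmarks – low control EC20 acetylcholine (0%), high control EC100 acetylcholine (100%) · Replication – singlicate, one well per test compound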
CHO-K1 Ca PAM – nonselective activator or artifact in parental CHO-K1 calcium assay. ATP EC20, Fluo-8 calcium fluorescence; 0% at ATP EC20, 100% at ATP max. activation, % at 3 µM. 360,000 compounds, 0.02% hits;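 active = activation above the run cutoff, the mean activation of all test compounds plus 3 SD, cut at about 40% in these data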;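 note: peak over basal fluorescence ratio in a 140 s read after ATP addition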
CHO-K1 Ca ag – counter-screen for M1 agonists: effect in parental CHO-K1 cells; Fluo-8 calcium fluorescence; scaled to maximal ATP response, vehicle zero; activation, % at 3 µM; 360,000 compounds, 0.48% hits; AID 602248; in the data active = activation above about 15%;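 note: untransfected CHO-K1 host cells lacking M1 receptor as counterscreen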
CHRM4 agonist – CHRM4 agonism in calcium assay. CHO-K1 hM4/Gqi5, Fluo-8 calcium fluorescence; vehicle 0%, full acetylcholine response 100%. activation, % at 3 µM. 360,000 compounds, 0.14% hits. AID 624127;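 active = activation above the run mean over all test wells plus 3 SD, cut at about 32% in these data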;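 note: peak over basal fluorescence ratio per well then scaled between controls; 0% = DMSO wells and 100% = acetylcholine at EC100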
Target sequence (P08173 whole entry, looked up): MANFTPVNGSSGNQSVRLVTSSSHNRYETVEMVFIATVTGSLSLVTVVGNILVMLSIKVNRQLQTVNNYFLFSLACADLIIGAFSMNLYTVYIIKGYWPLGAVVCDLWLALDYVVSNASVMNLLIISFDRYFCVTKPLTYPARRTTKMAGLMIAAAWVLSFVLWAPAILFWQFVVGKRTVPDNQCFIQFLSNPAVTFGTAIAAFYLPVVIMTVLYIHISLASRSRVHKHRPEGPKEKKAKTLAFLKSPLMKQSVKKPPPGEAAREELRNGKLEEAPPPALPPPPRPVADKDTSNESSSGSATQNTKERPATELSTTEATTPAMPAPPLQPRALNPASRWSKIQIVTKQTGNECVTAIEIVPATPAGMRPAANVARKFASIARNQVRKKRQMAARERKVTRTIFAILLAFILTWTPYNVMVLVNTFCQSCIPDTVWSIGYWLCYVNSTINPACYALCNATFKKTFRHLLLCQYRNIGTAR
M4 PAM – CHRM4 positive allosteric modulation; P08173; CHO-K1 hM4/Gqi5, Fluo-8 calcium fluorescence, ACh EC20; 0% = ACh EC20, 100% = maximal ACh; activation, % at 3 µM; 360,000 compounds, 0.4% hits; AID 624126;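 active = activation above its plate's cutoff, the mean activation of sample wells plus 3 SD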; note: some results filed as inactive read as strong as hits
CHRM4 antagonist – CHRM4 antagonism in calcium assay; 360,000 compounds, 0.73% hits; CHO-hM4 cells, ACh EC80, Fluo-8 calcium fluorescence; P08173; inhibition, % at 3 µM; AID 624125;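 active = inhibition above its plate's cutoff, the mean inhibition of sample wells plus 3 SD, cut at about 27% in these data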;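 note: 0% = acetylcholine EC80 with DMSO and 100% = DMSO without agonist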
CHRM5 antagonist – blocks acetylcholine activation of human M5 receptor | P08912 | CHO-hM5 cells, Fluo-8 calcium fluorescence, ACh EC80 | inhibition, % at 3 µM | 360,000 compounds, 0.59% hits | AID 624040;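 active = inhibition above a per-plate cutoff, the mean of that plate's test compounds plus 3 SD, cut at about 27% in these data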;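 note: 0% = acetylcholine EC80 with DMSO and 100% = DMSO without agonist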
M5 ag – agonists of human muscarinic M5 receptor (CHRM5); P08912; CHO-K1 hM5 cells, Fluo-8 calcium fluorescence; 0% DMSO wells, 100% maximal acetylcholine response; activation, % at 3 µM; 360,000 compounds, 0.19% hits;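 active = activation above the run's mean over test compounds plus 3 SD, cut at about 23% in these data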;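 note: signal is peak over basal fluorescence ratio across the kinetic read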
CHO-K1 Ca antag – nonselective inhibitor or artifact in parental CHO-K1 cells; ATP-induced calcium, Fluo-8 fluorescence; inhibition, % at 3 µM; 360,000 compounds, 0.6% hits;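 active = inhibition above a per-plate cutoff, the plate's mean sample inhibition plus 3 SD, cut at about 24% in these data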;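 note: 0% = DMSO plus EC80 ATP and 100% = DMSO alone without ATP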
Active calls of the source: *. The order is random; 2.7% or so of the library scored in one or more.

1: O=C(c1ccc(N2CCCCC2)c([N+](=O)[O-])c1)N(c1ccccn1)c1ccccn1
2: CCOC(=O)CSc1nc2c(sc(=S)n2-c2ccc(OCC)cc2)c(=O)[nH]1
3: CC(C)C(=O)N1CCCC1(C)C(=O)Nc1ccccc1 (centres undefined)
4: CC(C)C12CN3CC(C(C)C)(CN(C1)C3c1ccccc1O)C2=O (centres undefined)
5: O=[N+]([O-])CC(c1ccccc1)P(=O)(c1ccccc1)c1ccccc1 (centres undefined)
6: CCC(CC)c1ncc[nH]1
7: CCc1cccc(Nc2cc(C)nc3ncnn23)c1
8: CC(CC(=O)N(CCC1=CCCCC1)c1c(N)n(Cc2ccccc2)c(=O)[nH]c1=O)c1ccccc1 (centres undefined)
9: S=c1[nH]nc(COc2ccccc2)n1/N=C/c1cccnc1
10: COc1nc(C)nc(C)c1Oc1ccc(Cl)cc1Cl

assay / entry,1,2,3,4,5,6,7,8,9,10
M5 PAM,2,6,-5,-5,-9,-3,-8,-4,3,10
CHO-K1 Ca PAM,23,15,11,10,5,13,2,-12,19,-5
CHO-K1 Ca ag,2.0,-0.5,0.1,0.6,5.7,0.1,-0.7,-0.1,0.5,0.4
CHRM4 agonist,1,-2,0,-2,2,5,0,0,1,0
M4 PAM,1,6,-1,-1,-8,-2,3,1,-2,-1
CHRM4 antagonist,7,8,5,-6,-12,6,-8,-4,2,-12
CHRM5 antagonist,8,7,2,-4,13,8,6,-3,-2,-12
M5 ag,-3,-4,2,-13,-5,-2,-3,3,0,6
CHO-K1 Ca antag,-3,-16,3,2,-7,-4,0,10,-9,2

11: CCc1nc2ccc(C(=O)Nc3cc(-c4ccccc4)ccc3OC)cn2c1N(C)Cc1ccc(Cl)cc1
12: C=CCN(c1ccccc1OC)S(=O)(=O)c1cccc(C(=O)OC2CCOC2=O)c1 (centres undefined)
13: Cn1c2ccccc2c2cc(C(=O)N3CCN(CCO)CC3)sc21
14: O=C(Cc1ccccc1)NC(=S)Nc1ccc(OC(F)F)cc1
15: O=c1c2ccccc2nc(SCc2nc(-c3ccccc3)no2)n1-c1ccc(F)cc1
16: COc1ccc(Cl)cc1C(=O)NC1CC(C)(C)NC(C)(C)C1
17: CCOC(=O)c1ccc(N2C(=O)c3n[nH]c(C)c3C2c2cccnc2)cc1 (centres undefined)
18: Cc1ccc(C(=O)Nc2ccncc2)cc1[N+](=O)[O-]
19: Cn1cccc1C(=O)OCC(=O)NNC(=O)c1ccc([N+](=O)[O-])cc1
20: CCC(=O)c1cc(F)c(N2CCN(C(=O)Cc3ccccc3)CC2)cc1C

assay / entry,11,12,13,14,15,16,17,18,19,20
M5 PAM,2,1,5,-4,0,5,18,0,7,-13
CHO-K1 Ca PAM,11,5,-6,23,16,15,10,23,6,-6
CHO-K1 Ca ag,-0.1,-0.4,-0.2,2.8,0.0,0.2,0.1,2.9,0.0,9.2
CHRM4 agonist,1,1,0,0,0,2,0,3,0,11
M4 PAM,7,1,8,-3,2,4,6,-1,5,-9
CHRM4 antagonist,-15,-4,-7,3,-15,-7,-10,3,-13,-4
CHRM5 antagonist,-5,13,-3,-6,-3,0,-8,5,2,13
M5 ag,0,0,-4,-6,-2,-1,-2,-1,3,5
CHO-K1 Ca antag,-11,-4,24*,-4,1,-2,-21,-12,-5,10

21: Nc1ncncc1-c1ccccc1Cl
22: COC(=O)C(Cc1ccc(O)cc1)NC(=O)C(C)Oc1ccccc1 (centres undefined)
23: CCC(=O)OCCNc1cc(Sc2nccn2C)c2nonc2c1[N+](=O)[O-]
24: CC1CCN(C(=O)CSc2ccc(-c3ccc(F)cc3)nn2)CC1
25: O=C(O)CCc1ccc(-c2ccccc2)n1NC(=O)c1ccco1
26: O=C(O)C(=Cc1ccc([N+](=O)[O-])cc1)c1cccc(Cl)c1
27: Cc1ccc(S(=O)(=O)Oc2ccc(/C=C(/NC(=O)c3ccccc3)C(=O)O)cc2)cc1
28: CC(=O)Nc1ccc(C(=O)COC(=O)c2cccs2)c(F)c1
29: CC(C)OCCCNC(=O)c1ccc2c(=O)n(Cc3ccc4c(c3)OCO4)c(=S)[nH]c2c1
30: O=C(OCc1ccc(F)cc1)c1cc(S(=O)(=O)N2CCCCC2)ccc1N1CCOCC1

assay / entry,21,22,23,24,25,26,27,28,29,30
M5 PAM,-2,-3,-1,-4,-5,1,2,-5,7,2
CHO-K1 Ca PAM,-10,13,25,5,19,23,16,-6,0,-2
CHO-K1 Ca ag,0.0,0.9,0.2,2.8,0.3,0.2,1.4,1.3,0.4,0.3
CHRM4 agonist,1,1,0,6,0,-1,0,4,1,0
M4 PAM,1,3,7,4,-3,-3,2,7,-2,1
CHRM4 antagonist,-11,-5,8,-1,2,5,-2,-21,-1,4
CHRM5 antagonist,13,4,5,2,3,-4,7,-1,5,8
M5 ag,0,1,-3,0,-4,0,3,3,2,1
CHO-K1 Ca antag,-1,-3,-10,-20,-9,-4,-11,-13,-7,3

31: C/C(=N\NC(=O)c1nnn(-c2nonc2N)c1CN(C)c1ccccc1)c1ccccn1
32: CC(C)Oc1ccc(S(=O)(=O)N2CCOCC2)cc1NC(=O)Cc1c(F)cccc1Cl
33: CSc1nnc(-c2ccc(Br)s2)n1C
34: Cc1ccccc1Nc1nc(N)nc(CSCc2c(C)noc2C)n1
35: O=Cc1ccccc1OCc1nnsc1Cl
36: CC1(CCC(=O)N2CCCC(Nc3ccc(F)cc3)C2)CC1 (centres undefined)
37: O=C(Nc1ccccc1)C1=C[C@H](c2ccc(Br)cc2)C[C@H](OCc2ccc(CO)cc2)O1
38: Cc1ccc(NC(=O)Cn2c(=O)c3cccn3c3ccccc32)c(C)c1
39: CCCC(C(=O)N(C)CC(=O)Nc1ccc(N2CCOCC2)cc1)c1ccccc1 (centres undefined)
40: O=C(NCCN1CCOCC1)c1cc(-c2ccc(Cl)cc2Cl)on1

assay / entry,31,32,33,34,35,36,37,38,39,40
M5 PAM,11,1,-5,15,2,-8,0,-1,-4,1
CHO-K1 Ca PAM,-5,20,15,21,2,-12,21,11,0,-11
CHO-K1 Ca ag,8.8,0.2,-0.2,1.0,-0.4,-0.6,0.4,0.3,0.4,0.4
CHRM4 agonist,1,0,1,3,0,1,2,0,2,3
M4 PAM,-4,1,-9,-1,-1,2,1,-1,7,-6
CHRM4 antagonist,6,-5,-13,-7,6,-13,-6,10,-10,-11
CHRM5 antagonist,-12,5,13,-13,1,-3,14,9,2,10
M5 ag,-1,-2,-7,6,-4,-6,1,-6,3,-3
CHO-K1 Ca antag,-2,-6,-9,-14,-2,5,-11,1,-4,-10

41: Cc1ccc2sc(N(CCCN(C)C)C(=O)c3ccc(S(=O)(=O)N(C)Cc4ccccc4)cc3)nc2c1C
42: CCCCCCCCNS(=O)(=O)CCNCc1ccccc1OC
43: CCOC(=O)c1c(C)[nH]c(C)c1C(=O)COC(=O)CNC(=O)c1ccc(OCC)cc1
44: COc1cc(-c2nc3ccccn3c2NCC2CCCO2)ccc1O (centres undefined)
45: C/C(=N\O)c1c(C)c2ccccc2n1C
46: O=C(Nc1ccc2c(c1)OCO2)c1cc2n(n1)C(C(F)(F)F)CC(c1ccccc1)N2 (centres undefined)
47: O=Cc1cc(N=Nc2ccc(S(=O)(=O)O)cc2)ccc1O
48: O=C1CC(c2ccco2)CC(O)=C1C=NCCN1CCNCC1 (centres undefined)
49: COc1ccc(C(C)=O)cc1CN1C(=O)C(C)ON=C1c1cccc(C(F)(F)F)c1 (centres undefined)
50: CCn1nnnc1SCC(=O)Nc1cc(C)on1

assay / entry,41,42,43,44,45,46,47,48,49,50
M5 PAM,-4,-6,1,-20,0,-1,2,4,0,14
CHO-K1 Ca PAM,-1,8,-6,14,4,0,17,4,2,20
CHO-K1 Ca ag,2.1,0.9,-0.6,5.0,0.1,0.2,0.5,-0.5,0.6,0.1
CHRM4 agonist,3,2,0,16,0,2,0,0,2,1
M4 PAM,-5,-3,-1,-19,4,-4,-4,-6,2,6
CHRM4 antagonist,4,0,7,14,6,8,-2,-2,-19,2
CHRM5 antagonist,7,10,3,13,-1,4,6,-3,-7,-5
M5 ag,-1,0,-3,6,-4,-1,-1,-5,-4,1
CHO-K1 Ca antag,4,-11,15,-2,4,6,-13,-6,-11,-9

51: CN(C)C(CNC(=O)CSc1nnc(-c2ccco2)o1)c1ccccc1 (centres undefined)
52: COCCCN1C(=O)N(c2ccc(F)cc2)C(=O)C1CC(=O)Nc1ccccc1 (centres undefined)
53: Cc1ccc(NC(=O)C(c2ccccc2)N2CCN(CC(=O)NC3CC3)CC2)cc1 (centres undefined)
54: COc1ccc(S(=O)(=O)Cc2ccc(C(=O)NC3CCC(C)CC3)o2)cc1 (centres undefined)
55: COCc1nnc(NC(=O)c2ccc(S(=O)(=O)N3CCCCCC3)cc2)o1

assay / entry,51,52,53,54,55
M5 PAM,4,-7,1,-5,3
CHO-K1 Ca PAM,14,-3,10,0,11
CHO-K1 Ca ag,0.4,4.8,-0.1,7.4,-0.3
CHRM4 agonist,0,13,0,6,0
M4 PAM,13,-10,6,-6,5
CHRM4 antagonist,-12,7,3,-3,-2
CHRM5 antagonist,-11,7,7,8,-1
M5 ag,-5,2,-2,0,-5
CHO-K1 Ca antag,-3,-1,-16,-11,0

Structural class, the entries above containing fluorine
14: O=C(Cc1ccccc1)NC(=S)Nc1ccc(OC(F)F)cc1
15: O=c1c2ccccc2nc(SCc2nc(-c3ccccc3)no2)n1-c1ccc(F)cc1
20: CCC(=O)c1cc(F)c(N2CCN(C(=O)Cc3ccccc3)CC2)cc1C
24: CC1CCN(C(=O)CSc2ccc(-c3ccc(F)cc3)nn2)CC1
28: CC(=O)Nc1ccc(C(=O)COC(=O)c2cccs2)c(F)c1
30: O=C(OCc1ccc(F)cc1)c1cc(S(=O)(=O)N2CCCCC2)ccc1N1CCOCC1
32: CC(C)Oc1ccc(S(=O)(=O)N2CCOCC2)cc1NC(=O)Cc1c(F)cccc1Cl
36: CC1(CCC(=O)N2CCCC(Nc3ccc(F)cc3)C2)CC1 (centres undefined)
46: O=C(Nc1ccc2c(c1)OCO2)c1cc2n(n1)C(C(F)(F)F)CC(c1ccccc1)N2 (centres undefined)
49: COc1ccc(C(C)=O)cc1CN1C(=O)C(C)ON=C1c1cccc(C(F)(F)F)c1 (centres undefined)
52: COCCCN1C(=O)N(c2ccc(F)cc2)C(=O)C1CC(=O)Nc1ccccc1 (centres undefined)

assay / entry,14,15,20,24,28,30,32,36,46,49,52
M5 PAM,-4,0,-13,-4,-5,2,1,-8,-1,0,-7
CHO-K1 Ca PAM,23,16,-6,5,-6,-2,20,-12,0,2,-3
CHO-K1 Ca ag,2.8,0.0,9.2,2.8,1.3,0.3,0.2,-0.6,0.2,0.6,4.8
CHRM4 agonist,0,0,11,6,4,0,0,1,2,2,13
M4 PAM,-3,2,-9,4,7,1,1,2,-4,2,-10
CHRM4 antagonist,3,-15,-4,-1,-21,4,-5,-13,8,-19,7
CHRM5 antagonist,-6,-3,13,2,-1,8,5,-3,4,-7,7
M5 ag,-6,-2,5,0,3,1,-2,-6,-1,-4,2
CHO-K1 Ca antag,-4,1,10,-20,-13,3,-6,5,6,-11,-1
